# Screening data as filed in PubChem BioAssay.
# SNCA expr inhib: inhibitors of alpha-synuclein (SNCA) gene expression. Potency, µM (doses to about 57.2 µM), without a hit: at the top dose activity change, negative = inhibition, most hits filed as inhibitors. actives 0.17% (n = 140,000). HEK-293 SNCA-luciferase knock-in, luminescence, 24 h. AID 1671194;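 note: potency is the fitted concentration of half-maximal effect; plate controls were DMSO cells for no effect and cell-free wells for full effect; nearly all actives have a fitted effect of over 45% in size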
# FLuc inh: Photinus pyralis luciferase inhibition | P08659 | purified P. pyralis luciferase, luminescence, biochemical | Potency, µM (series often up to 115 µM), for inactives: top-dose activity change, negative = inhibition, usual class: inhibitors | actives 2.5% (n = 76,000); note: potency is the fitted concentration of half-maximal effect; nearly all actives have a fitted effect of over 65% in size
#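 FLuc 10nM, D-luciferin 10uM, ATP 10uM, Mg acetate 10mM, Tris acetate pH 7.5, Tween/BSA; cpd qHTS; enzyme added last; CCD luminescence.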
# HEK293 viab: cell viability loss counter-screen; HEK-293-SNCA-luc viability, GF-AFC fluorescence, 24 h; Potency, µM (series often up to 57.1 µM), for the others: at the top dose activity change, negative = cytotoxicity, most hits filed as cytotoxic; actives 0.12% (n = 150,000); AID 1671193;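 note: potency is the fitted concentration of half-maximal effect; 0% = DMSO-treated cells and -100% = medium-only wells without cells; nearly all actives have a fitted effect of over 30% in size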
#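 HEK-293-SNCA-luc cells (1500/well) plated 24 h, then exposed 24 h to a dilution series; GF-AFC added 30 min at 37C, fluorescence 405/540 nm; normalised to medium-only and DMSO wells, Hill fit.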
# HEK cytotox: cytotoxic compounds in HEK 293 cells; actives 6.6% (n = 94,000); Potency, µM (series often up to 115 µM), inactives show at the highest dose activity change, negative = cytotoxicity, usual class: inhibitors; HEK 293 viability, ATP luminescence (CellTiter-Glo), 48-72 h; AID 1345083; note: potency is the fitted concentration of half-maximal effect; nearly all actives have a fitted effect of over 60% in size
#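 Pintool-delivered compounds were incubated with HEK 293 cells (250 cells/well) at 37 degree Celsius for 48 or 72 hr. ATP-dependent luminescence (CellTiter-Glo) then reported remaining viable cells.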
# 3T3 cytotox: kills NIH 3T3 cells; NIH 3T3 viability, CellTiter-Glo ATP luminescence, 48-72 h; Potency, µM (highest dose often 96.7 µM), inactives show at the top dose activity change, negative = cytotoxicity, hits mostly inhibitors; actives 4.3% (n = 94,000); AID 1345082; note: potency is the fitted concentration of half-maximal effect; nearly all actives have a fitted effect of over 55% in size
#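 NIH 3T3 cells at 400 cells/well received 23 nL of compound by pintool and were incubated 48 or 72 h at 37 °C. Viability was read as ATP-coupled CellTiter-Glo luminescence.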
# IP6K1 inh: inhibitors of human IP6K1; Q92551; IP6K1 kinase, ADP-Glo luminescence, 2 h; hits give low values; activity change, % (series mostly up to about 58 µM); actives 0.81% (n = 140,000); AID 1645851; in the data active = activity change below about -25%
#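 ADP-Glo luminescence measures ADP made by human IP6K1 during a 2 h RT reaction with ATP/IP6 (mix at 1.3 mM/130 uM); top library doses 57.5 and 19.1 uM final.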
# GPT2 inhibitor: blocks human glutamate pyruvate transaminase 2 | Q8TD30 | Recombinant GPT2, coupled pyruvate oxidase/HRP Amplex Red fluorescence | Potency, µM (top dose mostly 57.7 µM), for the others: at the top dose activity change, negative = inhibition, hits mostly inhibitors | actives 0.25% (n = 100,000); note: potency is the fitted concentration of half-maximal effect; nearly all actives have a fitted effect of over 60% in size; many of its hits are not listed in these tables
# Target sequence (Q8TD30 whole entry, looked up): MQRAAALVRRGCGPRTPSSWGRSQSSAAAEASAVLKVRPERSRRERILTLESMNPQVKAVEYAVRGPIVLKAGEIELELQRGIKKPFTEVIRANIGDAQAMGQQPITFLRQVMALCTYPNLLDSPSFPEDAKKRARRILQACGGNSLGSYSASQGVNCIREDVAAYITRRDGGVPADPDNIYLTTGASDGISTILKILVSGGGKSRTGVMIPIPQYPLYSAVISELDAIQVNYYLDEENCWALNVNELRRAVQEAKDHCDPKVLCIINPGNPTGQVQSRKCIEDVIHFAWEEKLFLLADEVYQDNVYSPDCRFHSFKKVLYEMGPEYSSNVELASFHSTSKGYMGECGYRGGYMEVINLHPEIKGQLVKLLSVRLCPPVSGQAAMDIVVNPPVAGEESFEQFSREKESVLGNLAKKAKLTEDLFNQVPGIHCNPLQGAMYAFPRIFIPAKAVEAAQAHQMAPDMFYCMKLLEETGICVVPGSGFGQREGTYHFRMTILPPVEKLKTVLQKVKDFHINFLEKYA
#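 Fluorescence read-out: pyruvate from GPT2 turnover coupled to pyruvate oxidase, HRP and Amplex Red (0.2mM ThPP, 0.2U/mL PO and HRP, 50uM Amplex final). Substrates 250uM a-KG, 2mM L-alanine; enzyme 10ng/uL; 30 min RT.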
# * marks the source's active call; other numbers are inactive results; i = inactive; ? = inconclusive; . = no result given; [ ] = remark or other dose. Unless noted, calls come from the whole dose curve; as a rule, active = well fitted curve in the direction sought with a large enough effect; inconclusive = small, poorly fitted or top-dose-only effect, or another doubt; inactive = no such curve, though single readings can be large; an effect the other way counts as inactive or inconclusive. Unless noted, % is set by controls: 0 for no effect and ±100 for the full control effect. Random draw from the library (roughly 7.7% active in at least one column).
SMILES,SNCA expr inhib,FLuc inh,HEK293 viab,HEK cytotox,3T3 cytotox,IP6K1 inh,GPT2 inhibitor
COc1ccccc1C(=O)N1C[C@@H](CO)[C@H](NC(=O)c2ccccc2)C1,0%,.,7%,i,-9%,5,i
COC[C@@H]1CN(C(=O)CCc2ccccc2OC)C[C@H]1c1nc(C)no1,-8%,3%,-10%,i,4%,-9,5%
CC(=O)NC1(C)CCCN(Cc2ccc(Oc3ccccc3)cc2)C1 (configuration not stated),-1%[87.6 µM],?,16%[87.6 µM],?,?,-6,-4%[88.5 µM]
N#Cc1ccccc1NC(=O)C(=O)NCC(c1cccnc1)N1CCN(c2ccccc2)CC1 (configuration not stated),-6%,.,11%,.,.,32,.
CC(C)c1nc2c(c(-c3ccc(Cl)cc3)n1)CCN(CC1CC1)CC2,-21%,.,9%,-39%,-23%,6,-1%
O=C(N[C@@H]1CN(c2ncccn2)C[C@H]1CO)c1ccncc1,0%,-2%,5%,-5%,4%,4,3%
CNC(=O)N1CCC(N2CC3CC(C2)[C@H]2CCCC(=O)N2C3)CC1 (some centres not stated),-14%,1%,2%,7%,i,2,0%
O=C(Nc1ccc(F)cc1)C1CN(c2ccccc2)C(=O)N1 (configuration not stated),-13%[87.6 µM],-3%[172 µM],?,-24%[172 µM],2%[138 µM],-3,i
O=C(NCCc1ccccc1F)C1CCCN(c2ccnc3ccnn23)C1 (configuration not stated),26%,.,-12%,?,-26%,17,4%
CN(C)C(=O)C1CN(C(=O)C2CCCCC2)CC12CCOCC2 (configuration not stated),1%,-1%,-5%,i,2%,21,i
Cc1ccc(C(=O)Nc2ccc3c(N4CCOCC4)ncnc3c2)cc1,26%,16µM*,-17%,?,?,7,-3%
CN1[C@@H](CCC(=O)N2CCCC2)CNC(=O)[C@@H]2[C@H]1CCN2C1CCCCC1,-3%[87.6 µM],0%[172 µM],-6%[87.6 µM],i,i,1,-34%[88.5 µM]
Cc1ccsc1CN(C(=O)c1oc2cc(Br)ccc2c1C)C1CCS(=O)(=O)C1 (configuration not stated),2%,.,-17%,.,.,4,.
O=S(=O)(NCc1ccccc1Cl)c1ccc(-c2cnc(C3CC3)o2)cc1,-27%,.,-16%,.,.,-1,.
CC(C)c1ccc(CN(Cc2ccco2)c2cnc(S(C)(=O)=O)nc2C(=O)Nc2ccccc2)cc1,5%,.,-7%,.,.,20,.
COc1cccc(NC(=O)CSc2nc3ccccc3n2C)c1,162%[activator],.,0%,.,.,0,.
COc1ccccc1-c1cc(C(=O)NC2CCOCC2)c2cnn(C)c2n1,.,.,.,i,-6%,-1,.
Cc1cc(C)cc(-c2ccccc2CN)c1,?,.,0%[87.6 µM],112µM*,?,-11,-1%[88.5 µM]
COc1ccc(-n2c(-c3ccc(Cl)cc3)cc3c2CC(C)(C)CC3=O)c(OC)c1,?,.,-4%,.,.,-6,.
COc1ccc(-c2nc3c(c(SCc4ccc(Br)cc4)n2)Cc2c(CO)cnc(C)c2O3)cc1,5%,.,-10%,.,.,11,.
O=C(CCC1CCCC1)NCCC1CCN(C(=O)Nc2cccc(F)c2)CC1,?,-8%,3%,-25%,-16%,-4,-26%
COc1cccc(OC)c1C(=O)Nc1ccc2c(c1)CN(Cc1ccccc1F)C(=O)C(C)O2 (configuration not stated),26%,-1%,9%,?,-7%,14,i
Clc1ccc(C2Cn3nnc(-c4noc(C5CCCC5)n4)c3CO2)cc1 (configuration not stated),-18%,-3%,1%,?,-12%,-15,i
Cc1cc(CN(C)Cc2ccc(F)cc2)no1,8%[87.6 µM],-3%[172 µM],11%[87.6 µM],3%[172 µM],-13%[138 µM],0,-22%[88.5 µM]
Cc1ccc(CN2CCC(Cn3c(C)cnc3-c3cccnc3)CC2)s1,?,.,-3%,?,?,13,i
SMILES,SNCA expr inhib,FLuc inh,HEK293 viab,HEK cytotox,3T3 cytotox,IP6K1 inh,GPT2 inhibitor
CN(C)c1ccc(-n2cnc3cccnc32)cc1,6%[87.6 µM],35µM*,-9%[87.6 µM],?,?,0,i
O=C(c1cccc(Cl)c1F)N1CCN(Cc2cccc(Nc3nccs3)n2)CC1,.,.,-24%,.,.,-2,4%
O=C(C1CCN(c2nc3ncccc3o2)CC1)N1CCCC1,8%[87.6 µM],.,-4%[87.6 µM],i,i,21,i
Oc1ccc(-c2nc(C3CC3)nc3c2CN(Cc2cccc4ccccc24)CC3)cc1,?,.,?,?,?,12,-14%
O=C(CCC[C@H]1NC[C@@H]2C[C@H]1CN(Cc1ccccc1)C2)NCCCN1CCCc2ccccc21,2%,2%,-1%,-3%,-3%,9,-28%
CCCOc1ccc(CN2C[C@@H]3C(=O)N(CCOC)C(=O)[C@@H]3C2)cc1,-14%,5%,2%,?,-15%,13,-2%
COc1cccc(CCC(=O)NCCC2CCN(C(=O)Nc3ccc(C)cc3)CC2)c1,5%,0%,10%,8%,i,-7,4%
O=C(Nc1cc(-c2nc3ccccc3o2)ccc1Cl)c1cccc2c(Cl)cccc12,70%[activator],.,-9%,.,.,0,.
CCOC(=O)Cn1c(-c2cccs2)cc2cc(Cl)ccc21,-9%,.,9%,.,.,12,.
COCCOCC(=O)N1CCCN(S(=O)(=O)c2ccccc2)CCC(=O)NCC1,2%,-10%,-10%,0%,-27%,0,i
O=C(c1ccccc1)N1CCC2(CC1)C(=O)NN=C2c1ccccn1,-3%[87.6 µM],-1%[172 µM],-6%[87.6 µM],?,-21%[138 µM],4,i
CCC(=O)N1CCC[C@H](n2c(=O)n(C)c3cccnc32)C1,-16%,2%,-13%,i,-6%,30,i
O=C(c1cccs1)N1CCC2(CC1)N=C(c1ccccc1)NO2,5%,13%,-2%,?,-30%,11,i
COc1ccccc1-c1cc(C(F)(F)F)nc(S(=O)(=O)CCCC(=O)Nc2ccccc2F)n1,40%[activator],.,-2%,.,.,17,.
CCOc1ccc(NC(=O)C2CCN(C(=O)c3ncn4c3COC(c3ccc(F)cc3)C4)CC2)cc1 (configuration not stated),3%,?,-9%,6%,4%,5,-7%
C[C@H](NC(=O)Cc1cc(F)cc(F)c1)C(=O)N[C@H](C(=O)OC(C)(C)C)c1ccccc1,3%,.,-8%,.,.,.,i
CCOC(=O)C(Cc1c[nH]c2ccccc12)NC(=O)COc1ccc(Cl)c(C)c1 (configuration not stated),-21%,.,7%,.,.,27,.
C=C(C)[C@@H]1CC[C@]2(C(=O)O)CC[C@]3(C)[C@H](CCC4[C@@]5(C)CCC(=O)C(C)(C)C5C(O)C[C@]43C)C12 (some centres not stated),.,.,-9%[23.9 µM],.,.,9,-12%[27.3 µM]
COc1ncc(-c2ccnc(-c3nnc(C)n3CCN3CCOCC3)c2)cn1,3%[87.6 µM],4%[172 µM],5%[87.6 µM],0%[172 µM],?,-9,-5%[88.5 µM]
Cc1ccc(NC(=O)Cn2cccc2-c2nc(-c3ccccc3)no2)c(Cl)c1,-12%,1%,7%,-23%,-8%,-9,i
CCc1cc(CN(C)C(=O)C(c2ccc(C)cc2)N(C)C)on1 (configuration not stated),-4%,-5%,2%,i,i,5,i
